Hsp70 inhibitors: Hsp70 inhibitors, probe displacement, primary screen, biochemical, fluorescence polarization (AID 583). Hsp70 fluorescence polarization probe displacement, mP; higher % means a stronger effect. hit rate 0.06% among 140,000. displacement, % at 20 µM, or IC50 in µM where a hit was titrated; in the data active = displacement above about 50%;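 also: plate controls were vehicle for no effect and reference ligand for full effect; a part of the inactive calls stands beside numbers as strong as those of hits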
Rat MKP-3 inhibitors: inhibition of rat DUSP6 enzyme activity – biochemical, in vitro, primary screen (AID 425); recombinant MKP-3 phosphatase activity, fluorescence; higher % means a stronger effect; one-dose inhibition, % at 20 µM; IC50 in µM for titrated hits; hit rate 0.17% among 110,000; in the data active = inhibition above about 50%;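 also: plate controls were vehicle for no effect and reference inhibitor for full effect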
An asterisk follows results filed as active; . = not tested or not shown; & = joins results of further samples. A portion of the library. The share of hits here may be higher or lower than overall.

Each structure is followed by: Hsp70 inhibitors, Rat MKP-3 inhibitors
O=C1c2ccccc2C(=O)N1CCSc1nnc(-c2ccco2)n1Cc1ccccc1
    -3.7%, -10%
CCOC(=O)c1ccc(N/C=C2/CCCC(C)C2=O)cc1 (configuration not stated)
    -4.1%, .
CN(C)c1ccc(Nc2nc(-c3cccnc3)cs2)cc1
    1.3%&3.4%, -5%&-4%
CCCCCC(=O)Nc1c(-c2ccc(OC)cc2)c(=O)c2ccccc2n1C
    3.0%, .
Cc1cc(Cl)ccc1OCC(=O)N1CC(C)CC(C)C1 (configuration not stated)
    0.2%, -8%
Cc1nc2ccc(C(=O)N3CCSCC3)cc2s1
    1.6%, -6%
Cc1c(NC(=O)NCc2ccccc2)c(=O)n(-c2ccccc2)n1C
    3.1%, -12%
Cc1sc(NC(=O)c2ccccc2)nc1-c1ccccc1
    0.7%, 0%
O=C(NCc1ccccc1F)c1ccccc1-c1ccccc1
    -1.1%, 0%
Cc1noc(C)c1S(=O)(=O)N1CCCC(C(=O)N2CCc3ccccc3C2)C1 (configuration not stated)
    3.5%, -18%

(more compounds)
Each structure is followed by: Hsp70 inhibitors, Rat MKP-3 inhibitors
CC(C)c1ccc(-n2c(-c3ccccc3)nc3c(cnn3-c3ccccc3)c2=O)cc1
    2.5%, 0%
CCOC(=O)C1[C@H]2C(=O)N(CCCOC)C[C@]23C=C[C@H]1O3 (some centres not stated)
    -6.3%, -2%
Clc1ccc(OCCCCSc2ncccn2)cc1
    -3.4%, .
CCOc1cc(/C=C(\C#N)c2nc3ccc(C)cc3[nH]2)cc(I)c1O
    -83%, 0%
Cc1nnc2c(NC(C)C)nc3ccccc3n12
    0.4%, 1%
CSc1ccc(C=Nc2ccc(C#N)cc2)cc1
    -3.4%, -1%
CC(C)CC(NC(=O)/C(=C\c1ccc2c(c1)OCO2)NC(=O)c1ccco1)C(=O)O (configuration not stated)
    0.3%, 4%
Cc1ccc(Cn2c(N3CCCCCC3)nc3c2c(=O)[nH]c(=O)n3C)cc1
    0.2%, 0%
CCOc1ccc(NC(=O)CN(c2cc(Cl)cc(Cl)c2)S(C)(=O)=O)cc1
    -2.3%, 3%
CC(C)(C)NCCCCOc1cccc(Cl)c1
    -1.8%, -1%

New compounds follow.
Each structure is followed by: Hsp70 inhibitors, Rat MKP-3 inhibitors
COc1ccc2c(c1OC)C(=O)O[C@@H]2[C@H]1c2c(cc3c(c2OC)OCO3)CCN1C
    -1.0%&2.4%, -10%&1%
COC(=O)c1cn(C(=O)c2ccc(-c3ccccc3)cc2)c2ccccc12
    0.0%, 2%
Cc1cc(C(=O)CSc2nnc(Nc3ccccc3F)s2)c(C)n1CC1CCCO1 (configuration not stated)
    1.4%, 0%
Cc1ccc(N2CCN(CCc3nc4cc(NC(=O)c5ccco5)ccc4n3C)CC2)cc1
    5.0%, -2%
CNC(=O)c1c(-c2ccccc2)oc2ccc(OC)cc12
    4.8%, 5%
Cc1[nH]c2ccccc2c1C(=O)COC(=O)C1CCC(=O)N1 (configuration not stated)
    0.6%, 2%
O=C(Nc1ccc2c(c1)oc1ccccc12)c1c(Cl)cccc1Cl
    3.3%, -1%
C/C=C/c1ccc(OCCn2cncn2)c(OC)c1
    -0.5%, -9%
COc1ccc(Oc2nc(Oc3ccc(OC)cc3)nc(Oc3ccc(OC)cc3)n2)cc1
    2.6%, 0%
COc1ccc(OC)c(NC(=O)c2nnn(Cc3ccc(Br)cc3F)c2N)c1
    -3.2%, -9%

Next section
Each structure is followed by: Hsp70 inhibitors, Rat MKP-3 inhibitors
COC(=O)CCC(=O)c1oc2ccccc2c1NC(=O)CCCN1C(=O)c2ccccc2C1=O
    -3.2%, 4%
O=S(=O)(NCC1CCCO1)c1cccc(C(F)(F)F)c1 (configuration not stated)
    -1.5%, -8%
CCCCCCc1nc2ccccc2c(=O)n1NC(=O)c1c(O)c2cccc3c2n(c1=O)CC3
    0.9%, .
COc1cccc(NC(=O)Nc2cc(C)ccc2F)c1
    3.6%, -9%
CCN(CC)c1nc2ccccc2nc1C(C#N)C(=O)NCCc1ccccc1 (configuration not stated)
    108%, -5%
CCOCCn1c(CN2CCN(c3ccccc3)CC2)nc2c1c(=O)n(C)c(=O)n2C
    4.3%, .
CCOc1ccc(NC(=O)C(CC)NC(=O)c2ccccc2CO)cc1 (configuration not stated)
    -2.1%, 12%
CCCCCCc1cc2cc(-c3nnc(-c4cccc(OC)c4)o3)c(=O)oc2cc1O
    -25%, .
CCOc1cc(N2CCOCC2)c(OCC)cc1NC(=O)CSc1cccc[n+]1[O-]
    4.4%, -4%
COc1ccc(NC(=O)Cn2nnc(-c3ccccc3NC(=O)c3cccs3)n2)cc1
    -1.3%, -3%

The list continues.
Each structure is followed by: Hsp70 inhibitors, Rat MKP-3 inhibitors
CNCc1ccccc1OCC(=O)Nc1ccccc1
    -5.0%, .
CCOC(=O)/C=C(\C)N1N=C(c2ccccc2)CC1c1cccc([N+](=O)[O-])c1 (configuration not stated)
    4.3%, 0%
CCCCC(=O)NCCc1cc2c(OC)ccc(OC)c2[nH]c1=O
    2.2%, -4%
Cc1ccc(C(=O)NCCOc2ccc(Cl)cc2)cc1
    -2.6%, 3%
O=C(N/N=C\c1ccccc1)c1cncc(Br)c1
    -1.7%, 6%
CCOc1ccc(S(=O)(=O)N2CCN(c3ccc(C)cc3C)CC2)cc1
    ., -3%
Cc1ccc2c(c1)c1c3n2CCN(CCC(=O)O)C3CCC1 (configuration not stated)
    -2.6%, 0%
Oc1ccccc1C1=Nc2ncnn2C(c2ccc(F)cc2)C1 (configuration not stated)
    1.3%, -5%
CC1SC(c2cccc(Cl)c2)NC1=O (configuration not stated)
    -0.3%, -1%&24%
O=C(N/C(=C/c1ccc(Cl)cc1)C(=O)N1CCCCC1)c1ccco1
    -5.9%, 6%

For reference, part of the list above:
Each structure is followed by: Hsp70 inhibitors, Rat MKP-3 inhibitors
Cc1ccc2c(c1)c1c3n2CCN(CCC(=O)O)C3CCC1 (configuration not stated)
    -2.6%, 0%
Oc1ccccc1C1=Nc2ncnn2C(c2ccc(F)cc2)C1 (configuration not stated)
    1.3%, -5%
CC1SC(c2cccc(Cl)c2)NC1=O (configuration not stated)
    -0.3%, -1%&24%
O=C(N/C(=C/c1ccc(Cl)cc1)C(=O)N1CCCCC1)c1ccco1
    -5.9%, 6%

Remaining list, next part.
Each structure is followed by: Hsp70 inhibitors, Rat MKP-3 inhibitors
COC(=O)C1(Cc2ccccc2)NC(c2ccccc2C)C2C(=O)N(c3ccc4c(c3)OCO4)C(=O)C21 (configuration not stated)
    -5.4%, .
CCP(=O)(c1ccccc1)C(C)(C)O (configuration not stated)
    3.3%&0.1%, -9%&2%
CSc1nccn1CC(=O)Nc1ccc(F)cc1
    1.9%, -9%
CCOC(=O)c1c(NC(=O)c2ccc(Cl)c([N+](=O)[O-])c2)sc(C(=O)Nc2ccccc2C(F)(F)F)c1C
    -5.4%, 7%
COc1ccccc1Cc1noc(-c2ccc(OC)c(OC)c2)n1
    1.1%, 1%
CCNC(=O)CC1C(=O)N(c2cccc(OC)c2)C(=O)N1CCOC (configuration not stated)
    3.0%, -12%
COc1ccc(OC)c(S(=O)(=O)N2CCC(C(=O)Nc3cccc(C)c3C)CC2)c1
    -2.9%, -3%
O=C(CCc1ccc(S(=O)(=O)NCCc2ccccc2)cc1)Nc1ccc2c(c1)OCO2
    -2.1%, .
Cc1csc(SCC(=O)Nc2ccc(Cl)cn2)n1
    0.1%, -3%
COC(=O)C1=C(CSCc2ccccc2)NC(=O)NC1c1cc(C)ccc1C (configuration not stated)
    -8.4%, .

(listing goes on)
Each structure is followed by: Hsp70 inhibitors, Rat MKP-3 inhibitors
Cc1cccc(NC(=O)C(O)C(O)C(=O)Nc2cccc(C)c2)c1 (configuration not stated)
    1.5%, -2%
CCC(=O)c1ccc(N2CCN(C(=O)COc3ccc(F)cc3)CC2)c(F)c1
    7.9%, -5%
Fc1cc2nccnc2cc1N1CCSCC1
    2.0%, -12%
CC1(C)CC(=O)c2cn3c(nc2C1)nc1ccccc13
    0.2%, -3%
CCCOc1ccc(-c2nc(C#N)c(N3CCc4ccccc4C3)o2)cc1
    0.1%, .
O=C(c1ccccc1)N1CCN(CC#Cc2ccccc2)CC1
    0.7%, -2%
Cc1cccc(N2C(=O)S/C(=C\c3ccccc3)C2=O)c1
    -1.3%, 0%
CNc1nnc(CSc2nc(C)cc(C)n2)s1
    -0.3%, .
O=C(NCc1ccc2c(c1)OCO2)c1cccc([N+](=O)[O-])c1
    -3.3%, 2%
CCOC(=O)c1[nH]c2ccccc2c1NC(=O)COC
    -1.9%, -4%

(continued)
Each structure is followed by: Hsp70 inhibitors, Rat MKP-3 inhibitors
CCn1c(SCC(=O)Nc2ccc3c(c2)OCCO3)nnc1-c1cccs1
    1.5%, .
O=C1C(=O)N(CC2CCCO2)C(c2ccccc2)/C1=C(/O)c1ccccc1 (configuration not stated)
    -2.4%, 1%
O=C(CCc1nc(-c2ccccc2F)no1)NCCc1ccccc1Cl
    2.6%, -10%
COc1ccc(Cl)cc1C(=O)NCCCN(C)C
    2.9%, 1%
Cc1cc(N2CCN(c3ccccc3)CC2)nc2ccccc12
    1.3%, 0%
O=C(NCCOc1ccccc1Cl)c1cccc2ccccc12
    -1.9%, 4%
Cc1c(-c2cccs2)[n+](=O)c2c(n1[O-])CCC2
    1.9%, -5%
COc1ccc(CN2CCN(C3CCN(Cc4ccccc4)CC3)CC2)cc1Br
    -1.1%, 2%
CCN(CC)CCCNc1oc(-c2ccc(OC)c(OC)c2)nc1C#N
    -2.2%, -2%
Clc1ccc(/C=N/N=C(c2ccccc2)c2ccccc2)s1
    -1.3%, 0%

The results go on.
Each structure is followed by: Hsp70 inhibitors, Rat MKP-3 inhibitors
CCN(c1ccccc1)c1ncnc2c1cnn2-c1ccccc1
    2.2%, -2%
CCOC(=O)c1c(-c2ccccc2)csc1NC(=O)c1ccc(OC(C)C)cc1
    6.5%, -2%
c1ccc(-c2nnc(-c3ccccc3)c(-c3c[nH]c4ccccc34)n2)cc1
    -1.0%, .
COc1ccc2[nH]c(=O)c(CN(CCO)C(=O)NCc3ccccc3)cc2c1
    -12%, .
O=C(NCCc1ccccc1)c1ccc(Cl)nc1
    0.1%, .
CC(C)C(=O)Nc1cc(=O)[nH]c2ncnn12
    1.9%, 1%
COc1ccc(Br)cc1C(=O)Nc1ccc(Cl)cc1
    -0.4%, 0%
CCN(CC)CCNC(=O)c1ccc(NC(C)=O)cc1
    1.9%, 4%
CC1(C)Cc2ccccc2-c2nc(-c3ccccc3)oc(=O)c21
    -2.6%, .
COc1cc(/C=N/NC(=O)c2cccc([N+](=O)[O-])c2)ccc1OCc1ccccc1
    0.4%, 0%

Remaining list, next part
Each structure is followed by: Hsp70 inhibitors, Rat MKP-3 inhibitors
Cc1cc(C(=O)O)c2ccccc2n1
    -0.9%, .
O=C(NCC12CC3CC(CC(C3)C1)C2)c1nn2c(c1Cl)NC(c1ccco1)CC2C(F)(F)F (configuration not stated)
    -0.2%, -2%
Cc1ccc2[nH]c(C(=O)N/N=C/c3ccc(O)cc3O)c(-c3ccccc3)c2c1
    -1.6%, 4%
O=C(NCc1ccc2c(c1)OCO2)C1CC(=O)N(c2ccc(O)cc2)C1 (configuration not stated)
    5.9%, -20%
CCOc1cc(C=C2C(=O)NC(=S)NC2=O)ccc1OCCSc1cccc2ccccc12
    -3.0%, 6%
COc1c(Cl)cc(C(=O)Nc2nc(-c3ccccc3)cs2)cc1Cl
    0.8%, -1%
O=C(NN1C(=O)CSC1=S)c1ccccc1[N+](=O)[O-]
    7.6%, 0%
CC(=O)Nc1c(C(=O)O)oc2ccccc12
    0.1%, 5%
O=C(CS(=O)CC(=O)Nc1cccc2c1CCCC2)Nc1ccc(F)cc1 (configuration not stated)
    4.9%, 2%
CCCCOc1cccc(C(=O)Nc2ccc(I)cc2Cl)c1
    1.9%, 2%

Other entries
Each structure is followed by: Hsp70 inhibitors, Rat MKP-3 inhibitors
O=C(NCc1cccnc1)c1cccc(Cl)c1
    -3.2%&3.0%, -12%&-1%
CC(C(=O)NCCC1=CCCCC1)N1C(=O)c2ccccc2C1=O (configuration not stated)
    2.7%, -4%
CC1=C(C(=O)Nc2ccc(C)cc2)C(c2ccccc2Br)NC(=O)N1 (configuration not stated)
    0.4%, 0%
O=C(Nc1nnc(-c2ccccc2)s1)c1ccc(Cl)cc1Cl
    0.1%, -1%
Cc1csc(SCCn2c(N3CCOCC3)nc3c2c(=O)[nH]c(=O)n3C)n1
    1.5%, -6%
COc1cccc(C2=NOC(C(=O)N3CCc4ccccc4C3)C2)c1 (configuration not stated)
    5.6%, -9%
COc1cc2[nH]c(=O)n(CCC(=O)NCCC(C)C)c(=O)c2cc1OC
    -2.2%, .
Cc1nc(CNS(=O)(=O)c2cccnc2)cs1
    6.5%, .
COc1cccc(C=Nc2cccnc2)c1O
    1.5%, 0%
CC1=C(C(=O)OCCc2ccccc2)C(c2ccccc2[N+](=O)[O-])C2=C(CCCC2=O)N1 (configuration not stated)
    -1.8%, 6%

The list continues.
Each structure is followed by: Hsp70 inhibitors, Rat MKP-3 inhibitors
Cc1cc2c(=O)[nH]cnc2s1
    0.6%, .
CCCc1noc(-c2ccc(C(C)(C)C)cc2)n1
    -4.3%, 0%
CCOC(=O)c1cc2c(C)nn(-c3ccccc3)c2s1
    -2.6%, .
CCN(C(=O)CSc1nc2nc(C)cc(C)n2n1)c1ccccc1
    2.8%, -2%
C/C(=N\Nc1nc(C)cc(-c2ccccc2)n1)c1ccc(C)cc1
    0.4%, 0%
Cn1c(=O)n(CC(=O)NC2CCCCC2)c(=O)c2ccccc21
    1.2%, 2%

Gathered by group, those above with a CF3 group.
Each structure is followed by: Hsp70 inhibitors, Rat MKP-3 inhibitors
O=S(=O)(NCC1CCCO1)c1cccc(C(F)(F)F)c1 (configuration not stated)
    -1.5%, -8%
CCOC(=O)c1c(NC(=O)c2ccc(Cl)c([N+](=O)[O-])c2)sc(C(=O)Nc2ccccc2C(F)(F)F)c1C
    -5.4%, 7%
O=C(NCC12CC3CC(CC(C3)C1)C2)c1nn2c(c1Cl)NC(c1ccco1)CC2C(F)(F)F (configuration not stated)
    -0.2%, -2%
